Anesthetic bind: candidate novel general anesthetic via apoferritin binding. apoferritin/1-aminoanthracene competitive binding, fluorescence. Potency, µM (series often up to 77.5 µM), for the others: top-dose activity change, negative = displacement, actives largely listed as inhibitors. 350,000 tested, 0.074% active. AID 485281; note: potency is the fitted concentration of half-maximal effect; % is set by controls: 0 for no effect and ±100 for the full control effect; nearly all actives have a fitted effect of over 20% in size
Target sequence (P02791 2-175 limits assumed): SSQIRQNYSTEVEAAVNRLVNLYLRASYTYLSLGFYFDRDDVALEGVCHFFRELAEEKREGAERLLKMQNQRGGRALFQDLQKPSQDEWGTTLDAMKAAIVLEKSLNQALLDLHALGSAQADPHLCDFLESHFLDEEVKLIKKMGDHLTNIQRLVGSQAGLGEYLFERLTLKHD
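In PBS, apoferritin at 10 uM is loaded with 1-AMA from a 50% saturated solution. After 10 min of compound exposure at ambient temperature, reduced 535 nm fluorescence indicates probe displacement.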
D1 potentiator: potentiators of human D1 dopamine receptor; HEK293 TREx D1 cells, calcium flux, dopamine EC20 potentiation; potentiation, % at 10 µM; 360,000 tested, 0.036% active; AID 504651; in the data active = potentiation above about 30%; note: 0% is about no effect
D1 antag: antagonists of human D1 dopamine receptor; 360,000 tested, 3.2% active; AID 504652; P21728; HEK293 TREx D1 cells, calcium flux, dopamine EC80; hits give low values; activity change, negative = inhibition, % at 10 µM; in the data active = activity change below about -30%; note: % is set by controls: 0 for no effect and ±100 for the full control effect
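Allosteric or orthosteric antagonism assessed as attenuation of the calcium response to EC80 dopamine, added 180 s after compound, in induced HEK293 Trex D1 cells loaded with no-wash calcium dye.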
D2 potentiator: positive allosteric modulators of human D2 dopamine receptor | P14416 | HEK293 T-REx D2, calcium flux, EC20 dopamine potentiation | potentiation, % at 10 µM | 340,000 tested, 0.34% active | AID 485347;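 active = potentiation over 3 SD above the plate norm, cut at about 30% in these data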; note: 0% is about no effect
Target sequence (P14416 whole entry, looked up): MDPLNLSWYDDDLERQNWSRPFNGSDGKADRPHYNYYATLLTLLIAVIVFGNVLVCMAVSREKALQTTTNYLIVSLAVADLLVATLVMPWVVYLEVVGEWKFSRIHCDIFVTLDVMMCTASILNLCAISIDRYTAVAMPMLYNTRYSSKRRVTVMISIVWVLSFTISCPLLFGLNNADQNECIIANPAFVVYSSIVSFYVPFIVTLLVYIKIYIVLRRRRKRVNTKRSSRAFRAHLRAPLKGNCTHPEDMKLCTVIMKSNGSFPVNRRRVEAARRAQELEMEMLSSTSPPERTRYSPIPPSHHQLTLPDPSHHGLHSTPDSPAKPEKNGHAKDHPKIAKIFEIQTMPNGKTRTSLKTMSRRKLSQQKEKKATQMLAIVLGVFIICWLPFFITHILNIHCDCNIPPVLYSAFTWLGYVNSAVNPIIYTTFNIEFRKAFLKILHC
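Tetracycline-induced Hek293 Trex D2 cells, force-coupled to calcium, loaded with no-wash calcium dye. Compound added with 180 s kinetic read for agonism, then EC20 dopamine and a further 180 s read for potentiation.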
D1 agonist: human D1 receptor agonism | P21728 | HEK293 T-REx D1 cells, calcium flux, agonist mode | activation, % at 2 µM | 360,000 tested, 1% active; in the data active = activation above about 30%; note: 0% is about no effect
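Agonism was scored from calcium flux recorded over 180 s (1 read/s) after pintool compound addition, following a 10-cycle baseline. Cells were inducible force-coupled HEK293 TREx D1, plated overnight at 30 C and loaded with no-wash calcium dye.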
TRHR ag: agonists of human TRH receptor; P34981; TRHR cells, calcium flux fluo-8, FDSS agonist mode; activation, % at 2 µM; 360,000 tested, 0.18% active; in the data active = activation above about 30%; note: 0% is about no effect
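In this calcium-flux screen, cells bearing human TRHR are dye-loaded with fluo-8, baselined for 10 cycles, then exposed to library compounds; positive kinetic calcium responses during the agonist phase mark hits, with TRH as control.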
TRHR enhancer: allosteric enhancers of human TRH receptor; P34981; TRHR cells, fluo-8 calcium fluorescence, EC20 TRH enhancement; enhancement, % at 2 µM; 360,000 tested, 0.66% active; in the data active = enhancement above about 30%; note: 0% is about no effect
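Enhancer read-out: after compound pinning and an initial kinetic agonist-mode read, an EC20 of TRH (10 nM final) was injected and fluo-8 calcium signal (Ex 480/Em 530) followed at 1 s/cycle for 100 cycles in TRHR-expressing cells.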
RXFP1 agonist: agonists of human relaxin receptor RXFP1 | 370,000 tested, 0.3% active | Potency, µM (series often up to 57.5 µM), without a hit: at the top dose activation, usual class: activators | Q9HBX9 | HEK293T-RXFP1 cAMP TR-FRET, 30 min; response scale: percent of porcine relaxin response, buffer zero; note: potency is the fitted concentration of half-maximal effect; % is set by controls: 0 for no effect and ±100 for the full control effect; nearly all actives have a fitted effect of over 60% in size; many of its hits are not listed in these tables
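HEK293 cells stably expressing RXFP1, treated 30 min at 37C with compounds plus PDE4 inhibitor Ro 20174; cAMP measured by HTRF TR-FRET. Normalized to buffer and 29 nM porcine relaxin; EC50 by Hill fit.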
RXFP1 antag: RXFP1 (human) relaxin receptor antagonism. Q9HBX9. activity change, negative = inhibition, % at 57.5 µM. HEK293-RXFP1, relaxin-stimulated cAMP HTRF, 30 min; hits give low values. 350,000 tested, 0.59% active;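 active = activity change of -60% or lower, but not beyond a set lower limit; inconclusive = change between -60% and -40%, or beyond the set limit; inactive = change above -40%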; note: % is set by controls: 0 for no effect and ±100 for the full control effect
Active calls of the source: *; ? = inconclusive; . = not tested or not shown. Unless noted, calls come from the whole dose curve; as a rule, active = well fitted curve in the direction sought with a large enough effect; inconclusive = small, poorly fitted or top-dose-only effect, or another doubt; inactive = no such curve, though single readings can be large; an effect the other way counts as inactive or inconclusive. Only part of the results is shown; the hit share may differ from the screen's.

(1) CCOC(=O)C1CCN(C(=O)COC(=O)CNC(=O)c2ccc(OC)cc2)CC1
(2) OC(c1ccccc1)(c1ccccc1)c1ccn[nH]1
(3) CSCC[C@H](N)C(=O)NCC1CCC(C(=O)Nc2ccc3c(c2)OCO3)CC1 (stereo partly specified)
(4) CC(=O)c1cccc(NC(=O)C(C)OC(=O)c2ccc(-n3cnnn3)cc2)c1 (stereo unspecified)
(5) CC(=O)Nc1ccc(Nc2nc(C)c([N+](=O)[O-])c(Nc3ccccc3)n2)cc1
(6) Cc1cc(NC(=O)c2ccc(C#N)cc2)on1
(7) CCn1cc(C(=O)O)c(=O)c2cnc(N3CCN(C(=S)Nc4ccccc4C(F)(F)F)CC3)nc21
(8) Cc1c(C)n2c(SCC(=O)N3CCN(c4ccccc4)CC3)nnc2[nH]c1=O
screen / no.,1,2,3,4,5,6,7,8
Anesthetic bind,-1.3%,.,-4.4%,.,?,-2.0%,4.6%,.
D1 potentiator,0.9,-3.1,-3.5,-5.6,0.7,-0.4,2.6,-3.5
D1 antag,31.1,6.7,6.9,-26.1,49.0,-0.5,-14.1,-0.9
D2 potentiator,-2.6,1.5,-12.4,-4.2,2.3,-6.5,-0.2,-1.4
D1 agonist,-1.4,0.1,1.5,2.2,2.2,1.7,4.8,-0.4
TRHR ag,0.5,-0.2,-0.6,-0.2,-0.1,0.8,0.2,-0.9
TRHR enhancer,-0.2,1.2,1.3,12.3,-3.5,-0.2,-0.4,3.5
RXFP1 agonist,-0.5%,0.2%,2.0%,0.2%,0.6%,4.4%,4.8%,2.2%
RXFP1 antag,-0.4,.,.,-1.0,-39.9,-11.7,5.6,4.5

Entries of single compounds as entered above. Order of screens: Anesthetic bind | D1 potentiator | D1 antag | D2 potentiator | D1 agonist | TRHR ag | TRHR enhancer | RXFP1 agonist | RXFP1 antag
CCOC(=O)C1CCN(C(=O)COC(=O)CNC(=O)c2ccc(OC)cc2)CC1 in the list: -1.3% | 0.9 | 31.1 | -2.6 | -1.4 | 0.5 | -0.2 | -0.5% | -0.4
Cc1c(C)n2c(SCC(=O)N3CCN(c4ccccc4)CC3)nnc2[nH]c1=O in the list: . | -3.5 | -0.9 | -1.4 | -0.4 | -0.9 | 3.5 | 2.2% | 4.5
Cc1cc(NC(=O)c2ccc(C#N)cc2)on1 in the list: -2.0% | -0.4 | -0.5 | -6.5 | 1.7 | 0.8 | -0.2 | 4.4% | -11.7

(more compounds)
(9) O=C(Nc1ccnn1C1CCN(C2CCCCC2)CC1)c1ccccc1
(10) C1CCc2nnc(-c3nnc4n3CCCCC4)n2CC1
(11) COC(=O)C1CCN(S(=O)(=O)CCNC(=O)c2ccc(F)cc2)CC1
(12) CCS(=O)(=O)NCCc1csc(-c2ccccc2)n1
(13) COc1cccc2cc(C(=O)Nc3ccccc3Cl)/c(=N/NS(=O)(=O)c3ccccc3)oc12
(14) O=C(CCCSc1nc2ccccc2[nH]1)Nc1ccccc1
(15) Cc1cc(C)nc(SCc2ccccc2C#N)n1
(16) Nc1nonc1-n1nnc(C(=O)N/N=C/c2ccccc2)c1CSc1ccccc1
screen / no.,9,10,11,12,13,14,15,16
Anesthetic bind,7.3%,8.1%,.,-7.1%,-5.2%,-3.8%,?,-1.7%
D1 potentiator,3.3,2.7,-3.8,0.3,-6.3,1.1,-4.8,-8.5
D1 antag,11.0,23.0,7.8,1.2,-16.4,0.8,0.9,-23.5
D2 potentiator,-11.6,0.0,9.4,3.3,-0.3,-5.1,3.3,-4.9
D1 agonist,2.7,-1.0,-0.3,1.6,0.4,6.4,1.5,4.3
TRHR ag,0.6,1.1,-0.3,0.0,1.1,-0.9,-0.3,-0.6
TRHR enhancer,1.9,7.4,-9.7,12.3,4.7,1.5,0.4,-4.1
RXFP1 agonist,-1.0%,-0.7%,1.9%,-0.7%,1.2%,-0.8%,-0.1%,0.2%
RXFP1 antag,3.5,-15.0,0.5,-10.6,-8.2,-8.4,2.1,-18.0

Reprinted from above, three compounds:
(14) O=C(CCCSc1nc2ccccc2[nH]1)Nc1ccccc1
(15) Cc1cc(C)nc(SCc2ccccc2C#N)n1
(16) Nc1nonc1-n1nnc(C(=O)N/N=C/c2ccccc2)c1CSc1ccccc1
screen / no.,14,15,16
Anesthetic bind,-3.8%,?,-1.7%
D1 potentiator,1.1,-4.8,-8.5
D1 antag,0.8,0.9,-23.5
D2 potentiator,-5.1,3.3,-4.9
D1 agonist,6.4,1.5,4.3
TRHR ag,-0.9,-0.3,-0.6
TRHR enhancer,1.5,0.4,-4.1
RXFP1 agonist,-0.8%,-0.1%,0.2%
RXFP1 antag,-8.4,2.1,-18.0

Back to the main list, starting 3 compounds before the break.
(14) O=C(CCCSc1nc2ccccc2[nH]1)Nc1ccccc1
(15) Cc1cc(C)nc(SCc2ccccc2C#N)n1
(16) Nc1nonc1-n1nnc(C(=O)N/N=C/c2ccccc2)c1CSc1ccccc1
(17) Cc1onc(-c2c(Cl)cccc2Cl)c1NC(=O)NN(C)c1ccc([N+](=O)[O-])cn1
(18) OCc1c[nH]c(=S)n1CCOc1cccc(C(F)(F)F)c1
(19) COc1cccc(NC(=O)CN(C)C(=O)Cc2ccc3c(c2)OCCO3)c1
(20) Nc1cccnc1Sc1ccc([N+](=O)[O-])cn1
(21) Cn1ccc2cc(S(=O)(=O)N3CCCC(C(=O)NCc4ccccc4F)C3)ccc21 (stereo unspecified)
(22) COc1ccc(/C(C)=N/OCC(=O)Nc2nc3ccccc3s2)cc1OC
(23) COc1ccc(S(=O)(=O)NCC(c2ccco2)N2CCc3ccccc3C2)cc1 (stereo unspecified)
(24) CNC(=O)Cn1nc(-c2ccc(C)c(S(=O)(=O)N(C)C)c2)c2ccccc2c1=O
(25) Cc1ccc(/C=C2\SC(=S)N(Cc3ccccc3)C2=O)o1
(26) FC(F)(F)c1nnc2ccc(NCn3nnc4ccccc43)nn12
(27) Cc1ccc(OCCOc2ccc(S(=O)(=O)N3CCCC3)cc2C(N)=O)cc1
screen / no.,14,15,16,17,18,19,20,21,22,23,24,25,26,27
Anesthetic bind,-3.8%,?,-1.7%,-0.9%,-7.7%,.,-22.0%,-3.4%,-16.2%,.,-9.8%,-11.8%,-1.1%,.
D1 potentiator,1.1,-4.8,-8.5,-3.8,-4.7,-0.9,-3.4,-0.4,-4.7,-5.2,0.1,5.0,-5.6,-4.7
D1 antag,0.8,0.9,-23.5,-5.3,9.5,-12.3,-2.5,-17.1,-1.2,-0.9,7.1,-0.1,-9.8,11.7
D2 potentiator,-5.1,3.3,-4.9,10.3,-10.5,-7.0,6.2,-1.4,-9.1,9.0,38.0*,-17.4,6.2,-4.6
D1 agonist,6.4,1.5,4.3,1.3,2.6,2.2,2.9,-0.7,0.5,3.8,-0.8,3.1,16.3,4.1
TRHR ag,-0.9,-0.3,-0.6,-0.6,0.5,0.3,0.3,-0.7,-0.3,0.3,-0.6,0.0,-0.4,0.2
TRHR enhancer,1.5,0.4,-4.1,5.1,-1.8,5.7,-2.4,6.8,-4.0,9.1,2.2,4.5,-0.8,7.0
RXFP1 agonist,-0.8%,-0.1%,0.2%,4.8%,1.7%,0.1%,0.6%,-1.5%,-1.3%,-0.1%,4.7%,0.7%,4.3%,0.2%
RXFP1 antag,-8.4,2.1,-18.0,-13.7,12.1,-11.2,5.2,0.8,.,-33.0,2.9,9.7,8.3,-3.5
